Screens: PubChem, several laboratories
CaV13 FRET inh: Primary screen for inhibitors of IQ motif and Ca2+-dependent inactivation inhibitor domain binding in CACNA1D, Förster resonance energy transfer in living cells, …; inhibition, % at 12.3 µM; HEK cells, CFP/YFP FRET ICDI-IQ, plate reader, 10 min; percent FRET-ratio fall versus neutral wells; 340,000 compounds, 0.098% hits;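 active = mean replicate inhibition of at least 30% and at least 1% of replicates passing that level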;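 note: 0% = median of the neutral control wells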
PDI inh: inhibitors of human PDI, primary screen, biochemical, turbidity, single point, plate reader; PDI insulin aggregation turbidity, A650, 90 min; inhibition, % at 10 µM; 350,000 compounds, 0.052% hits;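 active = mean inhibition across replicates of 30% or more, whatever share of single replicates reach that level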;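 note: absorbance from insulin aggregation driven by PDI reduction with DTT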
Cardio protect: cardioprotection against H2O2-induced cell death, primary screen, uHTS, H9c2 cells, ATPLite luminescence; 360,000 compounds, 0.63% hits; AID 588492, 2011; H9c2 cardiomyocytes, H2O2 injury protection, 2 h; protection from H2O2 cell death, % at 20 µM;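 active = compounds giving at least 50% protection of heart cells from peroxide-induced death in the single-dose screen, raw or plate-pattern-corrected value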;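 note: 0% = DMSO wells with peroxide and 100% = DMSO wells without peroxide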
HTR2A ag: mouse Htr2a agonists via beta-arrestin recruitment, primary screen, cell-based, luminescence. 5-hydroxytryptamine receptor 2A (Mus musculus), P35363. CHO-K1 mHTR2A beta-arrestin complementation; percent of 30 µM serotonin response. activation, % at 7.6 µM. 360,000 compounds, 0.66% hits. AID 624169, 2012;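 active = activation above a run cutoff, the mean activation of all tested compounds plus 3 SD, cut at about 14% in these data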;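 note: 0% = plate median of compound wells and 100% = 30 µM serotonin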
Target sequence (P35363 whole entry, looked up): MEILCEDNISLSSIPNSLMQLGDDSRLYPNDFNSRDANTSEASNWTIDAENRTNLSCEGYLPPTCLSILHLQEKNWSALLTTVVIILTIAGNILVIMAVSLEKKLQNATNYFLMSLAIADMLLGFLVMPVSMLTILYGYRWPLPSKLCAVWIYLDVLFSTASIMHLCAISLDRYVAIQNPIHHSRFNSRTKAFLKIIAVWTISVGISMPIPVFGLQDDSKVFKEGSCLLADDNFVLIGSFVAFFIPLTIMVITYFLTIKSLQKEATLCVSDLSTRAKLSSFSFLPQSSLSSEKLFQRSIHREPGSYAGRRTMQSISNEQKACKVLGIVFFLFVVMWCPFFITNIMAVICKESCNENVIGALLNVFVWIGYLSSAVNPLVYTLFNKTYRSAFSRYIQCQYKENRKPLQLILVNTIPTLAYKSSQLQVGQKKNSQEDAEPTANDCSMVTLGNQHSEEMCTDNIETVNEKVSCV
MC4R antag cAMP: MC4R antagonists of cAMP signaling, primary screen, cell-based, TR-FRET, antagonist arm of biased-ligand search; inhibition, % at 6.5 µM; AID 540295, 2011; Melanocortin receptor 4 (Homo sapiens), P32245; 360,000 compounds, 0.48% hits; MC4R-expressing cells, MTII-stimulated cAMP, LANCE TR-FRET;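 active = inhibition above its plate's cutoff, the mean of tested wells on that plate plus 3 SD, cut at about 29% in these data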;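 note: 0% = Melanotan II alone and 100% = Melanotan II plus saturating MCL0020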
Target sequence (P32245 whole entry, looked up): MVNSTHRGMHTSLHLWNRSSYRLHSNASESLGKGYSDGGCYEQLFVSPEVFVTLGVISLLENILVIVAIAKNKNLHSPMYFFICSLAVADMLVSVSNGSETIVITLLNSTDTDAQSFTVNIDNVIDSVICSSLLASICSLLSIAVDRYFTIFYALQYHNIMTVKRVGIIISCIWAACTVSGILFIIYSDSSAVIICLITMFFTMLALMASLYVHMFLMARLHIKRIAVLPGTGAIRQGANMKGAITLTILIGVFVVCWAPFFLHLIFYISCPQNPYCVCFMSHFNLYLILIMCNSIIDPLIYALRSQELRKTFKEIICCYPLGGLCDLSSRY
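System: U2OS-MC4R stable cell line; Technique: Eu-cAMP/anti-cAMP TR-FRET, emission 671 nm; Repeats: single well per compound; Also added: Melanotan II; Dosing: one concentration, 6.5 µM nominal; Schedule: 30-min compound, 1-h challenge, 1-h detection, room temperature.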
Glyco luc inh: increase of ERlucT glycosylation luciferase signal, primary screen, N-linked glycosylation inhibitor project, D54 ERlucT cells, luminescence, set 2; 360,000 compounds, 0.23% hits; D54 ERlucT glycosylation luciferase reporter, 24 h; percent of 100 nM tunicamycin response; reporter increase, % at 12.5 µM;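 active = mean luciferase reporter signal, scaled so untreated is 0 and the glycosylation-blocking control 100, at or above a set limit in every replicate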;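 note: luciferase carries N-glycosylation sites so blocking glycosylation raises the light; 0% = median of neutral control wells and 100% = median of 100 nM tunicamycin wells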
ABHD5 PLIN5 PPI: ABHD5-PLIN5 interaction inhibitors, primary screen, cell lysate, split luciferase complementation, luminescence; Perilipin-5 (Homo sapiens) + 1-acylglycerol-3-phosphate O-acyltransferase ABHD5 (Homo …; Split G. princeps luciferase complementation, 4 h; inhibition, % at 4 µM; 360,000 compounds, 0.78% hits; AID 602281, 2012;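 active = inhibition above the mean inhibition across every tested compound plus 3 SD, cut at about 22% in these data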;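 note: 0% = DMSO only wells and the 100% control is not disclosed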
Granule exo inh: LAMP-1 surface exposure blockers, TALL-104 cells – cell-based, flow cytometry, MLPCN library, primary screen. TALL-104 LAMP-1 surface exposure; cells stimulated with thapsigargin and PMA. inhibition, % at 10 µM. 360,000 compounds, 0.66% hits;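 active = inhibition above about 55%, limit read from the data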
ABCB6 inh 2: ABCB6 transporter inhibitors, primary screen, K562-ABCB6 cells, flow cytometry, MLPCN library; ATP-binding cassette sub-family B member 6 (Homo sapiens), Q9NP58; K562-ABCB6 porphyrin accumulation, 1 h; hits give low values; fluorescence ratio to DMSO, % at 10 µM; 360,000 compounds, 0.19% hits; AID 602162, 2011;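 active = fluorescence ratio to DMSO below 75%, the collection mean minus 3 SD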;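 note: signal is porphyrin accumulated inside mitochondria; 100% equals median channel fluorescence of DMSO control wells; lower ratio means ABCB6 inhibition with less porphyrin fluorescence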
MC4R ag barr: MC4R agonists recruiting beta-arrestin, primary screen, cell-based, luminescence, agonist arm of biased-ligand search. Melanocortin receptor 4 (Homo sapiens), P32245. activation, % at 8.9 µM. 360,000 compounds, 0.98% hits. U2OS MC4R beta-arrestin complementation; percent of melanotan II response, DMSO zero;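 active = activation above a per-plate cutoff, the mean activation of sample wells on that plate plus 3 SD, cut at about 8% in these data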
* marks the source's active call; other numbers are inactive results; . = no result given. No enrichment for hits; 4.2% or so of the library scored in one or more.

SMILES | CaV13 FRET inh | PDI inh | Cardio protect | HTR2A ag | MC4R antag cAMP | Glyco luc inh | ABHD5 PLIN5 PPI | Granule exo inh | ABCB6 inh 2 | MC4R ag barr
O=C(N/N=C/c1cccc(O)c1)c1ccccc1O | 3 | -5 | -27 | -1 | 12 | 1 | -3 | -8 | 96 | -0.5
CCCCCCCNC(=O)C1(CC2CC(c3ccc(Cl)cc3)=NO2)CCN(C(=O)C2(C)CC2)CC1 (centres undefined) | . | 3 | 6 | 1 | -2 | -3 | 0 | 3 | 86 | 2.8
COc1cc(/C=C(\C#N)C(=O)NCC2CCCO2)ccc1OCC(N)=O (centres undefined) | -6 | -2 | 3 | 7 | -2 | 2 | -1 | -5 | 101 | 0.8
Cc1ccc(C(=O)Nc2cccc3cccnc23)cc1Br | -5 | 10 | 1 | -1 | 17 | -2 | 1 | 2 | 96 | 2.1
COC1OC(c2ccccc2)=C(c2cnc(N)nc2)c2ccc(F)cc21 (centres undefined) | -5 | . | . | -3 | . | . | 2 | -2 | 102 | .
CC(C)CCN1CCN=C1Nc1ccccc1 | -10 | 0 | 2 | 7 | 9 | -2 | 5 | -3 | 98 | 0.0
CN1CCN(c2ccc(S(=O)(=O)N3CCCCC3)cc2NC(=O)CCc2ccccc2)CC1 | -6 | 0 | -3 | -9 | 12 | -1 | -6 | -4 | 96 | 0.9
O=C(CN1C(=O)c2ccccc2S1(=O)=O)Nc1cccc(S(=O)(=O)N2CCOCC2)c1 | -7 | 2 | 6 | -2 | -1 | 1 | -4 | -1 | 104 | -2.7
CC(C)c1ccc(CC(=O)N2CCC2(C)C(=O)NCC(C)(C)C)cc1 (centres undefined) | -6 | 0 | -3 | 3 | 5 | 0 | -2 | -3 | 87 | 2.7
O=C(COC(=O)CCNS(=O)(=O)c1ccc(Cl)cc1)Nc1ccccc1OC(F)F | -6 | 0 | -9 | -3 | 7 | 1 | -5 | 0 | 93 | -1.2
COc1ccc(CC(=O)NNC(=O)c2ccco2)cc1 | -18 | -3 | 3 | 3 | -2 | 5 | 7 | -8 | 92 | -0.9
CCCC(=O)N1CCC(O)(c2cccc(F)c2)CC1 | -6 | -5 | -1 | 10 | -2 | -2 | 3 | -8 | 98 | -1.8
O=C(NC(Cc1ccccc1)C(=O)O)OCc1ccccc1 (centres undefined) | -6 | 2 | -6 | -2 | 10 | 2 | -3 | 0 | 100 | -0.6
COc1ccc(NC(=O)N2CCCCC2c2cccnc2)cc1 (centres undefined) | -3 | 11 | 0 | 3 | 6 | 0 | -4 | 1 | 95 | -2.6
C[C@H](CO)N1C[C@H](C)[C@@H](CN(C)Cc2ccc(-c3ccccc3)cc2)Oc2c(NC(=O)Nc3ccc4c(c3)OCO4)cccc2C1=O | -4 | -8 | 16 | -4 | 23 | -2 | -8 | 5 | 96 | -2.0
O=C(O)CCC(=O)N1CCc2cc(S(=O)(=O)NC3CCCc4ccccc43)ccc21 (centres undefined) | -4 | 14 | 6 | -2 | 5 | 1 | -5 | -3 | 94 | -0.3
Cc1cc(C(=O)N2CCCC2(C)C(=O)O)c(C)o1 (centres undefined) | -8 | 3 | -3 | 3 | 3 | -1 | 2 | -1 | 98 | -0.9
COc1ccccc1NC(=O)COC(=O)Cc1cccs1 | 1 | 2 | 4 | -2 | 20 | 4 | -2 | 5 | 101 | 0.9
Cc1ccc(CNC(=O)C(=O)NCC2CCCN2S(=O)(=O)c2cc(C)ccc2C)cc1 (centres undefined) | -6 | 5 | 0 | 4 | 2 | -5 | 5 | 11 | 94 | -3.5
O=C1c2ccc([N+](=O)[O-])cc2C(=O)N1c1ccc(Cl)cn1 | 2 | 5 | 0 | 1 | -3 | 0 | 4 | -2 | 106 | -0.9
Cc1ccc(Cl)cc1C1=CC(=O)C[C@H](c2ccc(F)cc2)C1 | -13 | -4 | -19 | 1 | 8 | -4 | 5 | 7 | 96 | 0.1
CCN(CC)CCCNC(=S)N(Cc1cccnc1)Cc1cc2cc(C)ccc2[nH]c1=O | -3 | 2 | -1 | 1 | 5 | -1 | 6 | 1 | 91 | -0.8
Cc1ccc(-n2nc3c(c2NC(=O)c2cccs2)CS(=O)(=O)C3)c(C)c1 | -5 | 1 | 1 | 5 | 16 | 2 | 10 | 3 | 100 | -1.3
OCC1(Cc2cccc(Cl)c2)CCCN(Cc2ccc3cc(F)ccc3n2)C1 (centres undefined) | -6 | 2 | -5 | -6 | 3 | -2 | -4 | 1 | 105 | 1.4
COc1ccc2oc(C(=O)Nc3nccs3)c(C)c2c1 | -6 | -14 | -9 | 0 | -4 | -9 | -4 | 3 | 102 | -0.4
O=C1CC(c2ccc(Cl)cc2)Oc2ccc(Cl)cc21 (centres undefined) | -5 | -6 | -2 | 5 | 5 | 4 | 23* | -1 | 103 | 0.3
CC(=O)Nc1cccc(C(=O)OCc2ccccc2)c1 | -5 | 4 | 6 | -5 | 1 | -2 | 2 | -3 | 95 | 2.9
COc1ccc(/C=C2\CCCCC2=O)cc1 | -5 | 3 | -3 | -2 | 8 | -2 | -8 | -8 | 99 | -1.0
CC(C)c1cc(=O)[nH]c(N2CCN(Cc3ccc4c(c3)OCO4)CC2)n1 | -21 | -2 | -7 | 20* | 6 | 2 | 2 | 2 | 98 | 0.1
CCc1c(C)nc(SCC(=O)c2cccs2)c(C#N)c1C | -10 | 6 | -10 | 4 | 10 | 0 | 2 | -2 | 100 | 3.3

As entered above:
CCN(CC)CCCNC(=S)N(Cc1cccnc1)Cc1cc2cc(C)ccc2[nH]c1=O @ MC4R ag barr = -0.8
CCc1c(C)nc(SCC(=O)c2cccs2)c(C#N)c1C @ HTR2A ag = 4

Next entries follow:
SMILES | CaV13 FRET inh | PDI inh | Cardio protect | HTR2A ag | MC4R antag cAMP | Glyco luc inh | ABHD5 PLIN5 PPI | Granule exo inh | ABCB6 inh 2 | MC4R ag barr
O=C1CC(Cc2ccccc2)C(=O)N1c1ncccn1 (centres undefined) | -2 | -3 | 9 | 7 | -3 | 1 | 2 | -1 | 96 | 0.1
CSc1ncccc1C(=O)OCC(=O)Nc1ccc(C)c(S(=O)(=O)N2CCOCC2)c1 | -4 | 4 | -6 | -1 | -4 | 0 | -8 | -6 | 97 | -1.2
COc1ccc2[nH]c(C)c(CCNC(=S)Nc3ccccc3OC)c2c1 | -15 | -16 | -9 | 2 | -6 | 0 | 1 | -4 | 96 | 0.2
CNS(=O)(=O)c1cc(N(C)S(=O)(=O)c2ccc(C)cc2)c(C)cc1C | -1 | -1 | 1 | 0 | 3 | -2 | -2 | 1 | 100 | -3.3
O=C1NCCN(Cc2ccc(Cl)c(F)c2)C1CC(=O)N1CCCCO1 (centres undefined) | -5 | 3 | 2 | 3 | 8 | 2 | 3 | -1 | 100 | -2.0
NC(=O)c1nsc(C(=O)N(Cc2cccnc2)C(C(=O)NC2CCCC2)c2ccc(F)cc2)c1N (centres undefined) | -4 | -3 | -3 | -4 | -6 | 1 | 3 | 11 | 98 | 1.2
COc1cc(C(=O)N2CCN=C2c2ccccc2)cc(OC)c1OC | -4 | -13 | 5 | -1 | -3 | 0 | -2 | 6 | 75 | -1.5
Cc1ccc(S(=O)(=O)N2CCC(C(=O)OC(C)C(=O)N(C)c3ccccc3)CC2)cc1C (centres undefined) | -5 | 5 | 2 | 2 | 4 | 0 | -4 | 11 | 93 | -0.6
COc1ccc(N2CCN(C(c3cc4ccc(C)cc4[nH]c3=O)c3nnnn3C3CCCC3)CC2)cc1 (centres undefined) | -4 | 7 | 9 | -1 | -1 | -4 | -4 | 4 | 94 | -0.8
Cc1cc(NC(=O)CSCC(=O)Nc2ccc(C)c(C)c2)no1 | -6 | 3 | 4 | 4 | 3 | 2 | 0 | -3 | 96 | -0.3
Cc1ccc(C)c(SCC(=O)Nc2ccc(S(=O)(=O)Nc3ncccn3)cc2)c1 | -1 | 4 | -9 | 2 | 11 | 1 | 1 | -2 | 87 | 1.3
N#Cc1cccc(CN2CCCN(Cc3ccc(F)cc3)S2(=O)=O)c1 | -2 | -1 | -4 | -15 | 15 | -2 | 7 | 85* | 105 | 1.4
Cc1ccc(N=C(NO)c2cnccc2C(F)(F)F)c(C)c1 | -19 | 2 | -5 | 3 | 30* | 2 | -1 | -4 | 95 | 0.8
CCOC(=O)c1c(NC(=S)Nc2ccc(Cl)cc2)sc2c1CCN(C)C2 | -2 | 2 | 1 | -11 | 14 | 0 | -4 | -6 | 95 | 0.0
O=C(CCl)NCCCCCCCCCNC(=O)CCl | -14 | 6 | -8 | 4 | 11 | 13 | 3 | -8 | 99 | -2.1
COC(=O)CSc1nnc(SCc2ccc(OC)cc2)s1 | -8 | 5 | -5 | -1 | 4 | 2 | -6 | -8 | 97 | 1.6
COCCN(C(=O)C1CCC1)c1c(N)n(CC(C)C)c(=O)[nH]c1=O | -2 | 1 | 11 | 2 | 4 | -1 | 4 | -1 | 97 | -1.8
OC1CC(c2ccco2)NC2(CCCCC2)C1 (centres undefined) | . | 16 | -5 | 7 | -4 | 1 | -1 | 3 | 101 | -0.6
COC(=O)c1ccc(N2CCN(C)CC2)c(NC(=O)COc2cccc(C)c2)c1 | -4 | -8 | -1 | -3 | 7 | 2 | -5 | 13 | 102 | -0.4
O=C(Nc1ccccn1)C1CCN(C(=O)c2ccc(F)cc2)CC1 | -1 | 10 | 2 | 1 | 3 | 2 | -4 | 4 | 92 | -1.3
O=[N+]([O-])C1=CC=C2C(=NC3(CCCCC3)N2O)C1=NCCc1ccccc1 | -4 | -8 | 0 | -2 | 3 | 1 | -2 | -1 | 93 | -1.0
Cc1cccc(-c2ccc3ncnc(NCc4cccnc4)c3c2)c1 | 7 | 1 | -2 | -5 | 2 | 0 | 6 | 4 | 94 | 2.4
COc1ccc(CCNC(=O)CN(C2CCCCC2)S(C)(=O)=O)cc1 | 0 | -11 | 11 | -1 | 0 | 0 | 7 | -1 | 91 | -1.2
